Bioassay records as filed in PubChem BioAssay.
TEAD-YAP block – TEAD-YAP interaction inhibition. inhibition, % at 9.12 µM. HEK-TIYL cells, TEAD-Gal4/YAP UAS-luciferase luminescence. 1.4% of 640,000 active; in the data active = inhibition above about 32%;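 also: 0% = median of test compound wells and 100% = reference inhibitor wells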
MITF primary – inhibitors of human MITF; AID 1259374; inhibition, % at 2.6 µM; AlphaScreen MITF homodimerization, bead proximity signal; 0.91% of 650,000 active; in the data active = inhibition above about 50%;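 also: 0% = vehicle wells with protein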
GPR151 activ – activates the human receptor GPR151 | Q8TDV0 | PathHunter beta-arrestin GPR151 cells, luminescence | activation, % at 11.2 µM | 1% of 650,000 active; in the data active = activation above about 4.9%;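 also: 0% = median of compound wells and 100% = cells with positive control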
Target sequence (Q8TDV0 whole entry, looked up): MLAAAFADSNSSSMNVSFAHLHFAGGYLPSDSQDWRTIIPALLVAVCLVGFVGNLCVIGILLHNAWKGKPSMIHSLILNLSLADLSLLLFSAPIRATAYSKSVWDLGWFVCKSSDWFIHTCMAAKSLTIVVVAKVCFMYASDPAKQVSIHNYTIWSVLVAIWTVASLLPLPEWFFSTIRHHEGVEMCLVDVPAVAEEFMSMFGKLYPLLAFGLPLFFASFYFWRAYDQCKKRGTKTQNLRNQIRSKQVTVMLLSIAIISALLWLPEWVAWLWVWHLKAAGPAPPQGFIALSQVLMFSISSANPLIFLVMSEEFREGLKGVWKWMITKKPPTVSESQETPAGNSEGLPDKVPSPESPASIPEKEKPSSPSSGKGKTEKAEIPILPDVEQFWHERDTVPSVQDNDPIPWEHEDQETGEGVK
FBW7 activator – activators of human E3 ligase FBW7; Q969H0; 0.13% of 650,000 active; AlphaScreen FBW7–phospho-cyclin E peptide binding, activator screen; normalized activity (activation), % at 26.1 µM; in the data active = normalized activity above about 1.9%;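 also: purified mutant Fbw7 with reduced substrate affinity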
Target sequence (Q969H0 whole entry, looked up): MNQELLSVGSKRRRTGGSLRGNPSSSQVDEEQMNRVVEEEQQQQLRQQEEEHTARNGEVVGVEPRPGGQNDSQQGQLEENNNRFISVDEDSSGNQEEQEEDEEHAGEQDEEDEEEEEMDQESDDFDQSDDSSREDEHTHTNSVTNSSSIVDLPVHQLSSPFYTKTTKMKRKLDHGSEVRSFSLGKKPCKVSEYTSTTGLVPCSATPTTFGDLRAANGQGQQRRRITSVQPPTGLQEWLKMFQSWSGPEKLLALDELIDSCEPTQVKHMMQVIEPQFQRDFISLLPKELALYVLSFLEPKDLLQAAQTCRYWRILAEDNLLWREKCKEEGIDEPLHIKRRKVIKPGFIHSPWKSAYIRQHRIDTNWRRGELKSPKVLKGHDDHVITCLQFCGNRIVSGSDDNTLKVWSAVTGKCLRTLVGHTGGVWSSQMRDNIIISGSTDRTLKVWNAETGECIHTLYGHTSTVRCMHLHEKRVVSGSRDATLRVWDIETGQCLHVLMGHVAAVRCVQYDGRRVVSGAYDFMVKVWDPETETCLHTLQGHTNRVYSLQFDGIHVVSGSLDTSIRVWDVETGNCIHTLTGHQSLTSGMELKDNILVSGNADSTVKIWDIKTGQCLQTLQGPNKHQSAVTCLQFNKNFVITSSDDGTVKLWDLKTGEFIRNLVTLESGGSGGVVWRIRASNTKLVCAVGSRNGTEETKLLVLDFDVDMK
* marks the source's active call; other numbers are inactive results; & = joins results of further samples. Not a hit list; any-hit rate near 3.4%.

#1 c1ccc(CSc2ccc3nnc(-c4ccncc4)n3n2)cc1
#2 CN1CCN(c2ccnc3c(-c4ccoc4)cnn23)CC1
#3 Cc1ccn2c(C(=O)NCC(C)C)c(-c3ccccc3)nc2c1
#4 Cc1cnc(C(=O)OCC(=O)Nc2ccccc2OC(F)F)cn1
#5 CC1CC(C)CN(Cc2nc(N)nc(Nc3ccc4ccccc4c3)n2)C1 (stereo not given)

Assay by compound | 1 | 2 | 3 | 4 | 5
TEAD-YAP block | 9 | -41 | -12 | -1 | 18
MITF primary | -3 | 0 | 9 | -4 | -1
GPR151 activ | 0.2 | 1.4 | -0.6 | -0.7 | 0.2
FBW7 activator | -0.6 | -1.7 | 0.2 | 0.2 | 0.3

#6 COC(=O)c1cc(OC)c(OC)cc1NC(=S)N1CCN(C)CC1
#7 CCCNC(=O)c1cncc(-c2ccc(C(N)=O)cc2)c1
#8 O=C(CSc1cccc[n+]1[O-])Nc1cccc(Oc2ccccc2)c1
#9 COc1nc(Nc2ccc(N3CCOCC3)cc2)nc(-c2cccc(N)c2)n1
#10 COc1cccc2cc(C(=O)Nc3ccc(Cl)cc3)/c(=N/O)oc12

Assay by compound | 6 | 7 | 8 | 9 | 10
TEAD-YAP block | -6 | 1 | -13 | 15 | -58
MITF primary | -7 | 8 | -13 | 4 | 5
GPR151 activ | 1.1 | 0.6 | 0.0 | 2.0 | 0.4
FBW7 activator | 0.0 | 0.4 | -0.1 | -0.1 | 0.1

#11 O=C(Nc1ccccc1Cl)c1ccc2ccccc2n1
#12 COc1ccc(Cl)cc1N(CC(=O)NCCCC(C)(C)C1OCCO1)S(=O)(=O)c1ccc(C)c([N+](=O)[O-])c1
#13 CNC(=O)C(C)NS(=O)(=O)c1ccc(Cl)cc1 (stereo not given)
#14 CCOc1ccc(NC(=O)CSc2nc(-c3ccc(OC)cc3)ns2)cc1
#15 COC(=O)c1[nH]c2c(c1C)C(=O)CC(c1ccc(C)cc1)C2 (stereo not given)

Assay by compound | 11 | 12 | 13 | 14 | 15
TEAD-YAP block | -32 | -2 | -4 | -11 | -26
MITF primary | 15 | -3 | -15 | 14 | 4
GPR151 activ | 0.5 | 1.3 | 0.1 | 0.9 | 2.6
FBW7 activator | 0.1 | -0.1 | -0.1 | 0.0 | 0.4

#16 O=C(NNC(=S)Nc1ccccc1C(F)(F)F)c1coc2ccccc2c1=O
#17 O=C(O)CCCC(=O)Nc1ccc(OCc2nc3ccccc3s2)cc1
#18 CCOc1ccc(C2CC(=O)n3nc(C45CC6CC(CC(C6)C4)C5)nc3S2)cc1OC (stereo not given)
#19 CC(=O)N1c2ccc(Cl)cc2C2=NNC(=S)NC21O (stereo not given)
#20 C/C(=N\NC(=O)c1ccc(Br)cc1)c1ccc(F)cc1

Assay by compound | 16 | 17 | 18 | 19 | 20
TEAD-YAP block | 5 | -26 | 9 | 9 | 7&-16
MITF primary | -6 | 0 | 10 | 14 | 8&9
GPR151 activ | -0.7 | -0.9 | -0.7 | -1.4 | 1.8&0.6
FBW7 activator | -0.1 | -0.2 | 0.0 | -0.3 | 0.9&-0.2

#21 CC12C=CC3(CN(Cc4ccccc4)C(=O)C3C1C(=O)NCc1ccccn1)O2 (stereo not given)
#22 O=C(c1ccccc1)c1ccc(-n2ccnc2)c([N+](=O)[O-])c1
#23 Cc1ccc2c(CC(=O)NCc3nc4ccccc4[nH]3)coc2c1
#24 Cc1cc(C)c2nc(N(CCn3cccn3)C(=O)C3CC3)sc2c1
#25 COc1cc(C)c(CN(CCCN(C)C)CCCN(C)C)cc1C

Assay by compound | 21 | 22 | 23 | 24 | 25
TEAD-YAP block | 0 | 3 | 2 | -7 | 4
MITF primary | -1 | 8 | 2 | 9 | 46
GPR151 activ | -0.4 | 7.3* | -1.2 | 6.1* | 0.3
FBW7 activator | 0.7 | -0.1 | 0.3 | -0.2 | 0.0

#26 CC(C)c1ccc(OCC(=O)N2CCC(C(N)=O)CC2)c(Br)c1
#27 CCOc1ncccc1C(=O)OCC(=O)NC(=O)Nc1ccc2c(c1)OCCO2
#28 COc1ccc(CC2(CCC(=O)NCc3nc4c(s3)CCCC4)CCC(=O)N2)cc1 (stereo not given)
#29 CCOC(=O)c1c(Cl)nc(Cl)c(N)c1Cl
#30 Cc1cc(N2CCOCC2)nc(Nc2ccc(NC(=O)CC(C)C)cc2)n1

Assay by compound | 26 | 27 | 28 | 29 | 30
TEAD-YAP block | 8 | -5 | 4 | -13 | 23
MITF primary | -9 | -13 | -7 | -4 | -1
GPR151 activ | -0.6 | -0.3 | 0.9 | 0.1 | 1.9
FBW7 activator | 0.0 | -0.1 | 0.0 | 0.0 | 0.1

#31 O=C1CCCc2c1cc(C(=O)Nc1ccc(Br)cn1)c(=O)n2-c1ccccc1
#32 COc1cc(NCCCC(C)N)c2ncccc2c1 (stereo not given)
#33 CCOC(=O)CSc1nc2c(c(=O)[nH]1)C(CC)(C1CCCCC1)Cc1ccccc1-2 (stereo not given)
#34 NC(=O)c1ccc(Cl)c(S(=O)(=O)N2CCCCCC2)c1
#35 Cc1ccsc1CN1CCN2C(=O)[C@@H](C)NC(=O)[C@H]2C1

Assay by compound | 31 | 32 | 33 | 34 | 35
TEAD-YAP block | 0 | 5 | 16 | 0 | 12
MITF primary | -10 | 29 | 11 | 9 | -2
GPR151 activ | -0.9 | -0.6 | -1.4 | 0.2 | 0.2
FBW7 activator | 0.1 | -1.8 | 1.0 | -0.1 | 0.1

#36 COc1cc(C(=O)OCc2ccc(Cl)cc2)cc(OC)c1OC
#37 CN1C(=O)c2cccc(NC(=O)c3ccc(Oc4ccccc4)cc3)c2C1=O
#38 COc1ccc2cc(C(=O)Nc3ccccc3)c(=Nc3ccc(C(F)(F)F)cc3)oc2c1
#39 CC1=C(C(=O)N2CCOCC2)C(c2cccc(F)c2)NC(=O)N1 (stereo not given)
#40 CCN(CC)c1ccc(-n2c(C)ccc2C)cc1

Assay by compound | 36 | 37 | 38 | 39 | 40
TEAD-YAP block | -7 | 12 | -8 | -4 | 7
MITF primary | -9 | 9 | 1 | 11 | 31
GPR151 activ | -0.7 | -0.3 | 1.0 | -1.6 | 0.0
FBW7 activator | 0.1 | 0.0 | -0.1 | 0.5 | 0.0

#41 Cc1ccc(CNCc2cccn2-c2sc(C)c(C)c2C(=O)O)cc1
#42 CCOC(=O)C1=C(C)N=c2s/c(=C/c3ccc(N4CCOCC4)o3)c(=O)n2C1c1c(OC)ccc2ccccc12 (stereo not given)
#43 CCOc1cc(C2NC(=S)NC(C)=C2C(C)=O)c(Cl)cc1OC(C)C (stereo not given)
#44 O=[N+]([O-])c1ccc(Cl)c(NC2=NCCCCC2)c1
#45 CN(C)CCCO[C@@H]1[C@H]2OC(C)(C)O[C@H]2O[C@@H]1C(O)CO (stereo not given in full)

Assay by compound | 41 | 42 | 43 | 44 | 45
TEAD-YAP block | -9 | 9 | -3 | 13 | 5
MITF primary | -3 | -3 | 1 | 7 | -4&5
GPR151 activ | 1.3 | -1.0 | -0.2 | 0.9 | 2.8&0.6
FBW7 activator | -0.2 | 0.2 | 0.1 | 0.3 | 0.3&0.0

#46 CCCCOC(=O)Nc1ccccc1C(=O)N1CCCC1
#47 COc1ccc(C2C(C(=O)N3CCC4(CC3)OCCO4)c3ccccc3C(=O)N2C2CCCCC2)cc1 (stereo not given)
#48 CC1(C)CC(=O)C2=C(C1)OC1=C(C(=O)CC(C)(C)C1)C2c1ccccn1
#49 COC(=O)C1C(=O)c2c([nH]c(C(=O)OC3CCCCC3)c2C)CC1C (stereo not given)
#50 COc1ccc2c(c1)-c1c(sn(Cc3ccc(F)cc3)c1=S)C(C)(C)N2

Assay by compound | 46 | 47 | 48 | 49 | 50
TEAD-YAP block | -6 | 5 | 11 | -7 | 10
MITF primary | -8 | 4 | -8 | 3 | 18
GPR151 activ | -0.6 | 0.6 | 2.0 | -0.6 | -0.2
FBW7 activator | 0.0 | 0.2 | 0.0 | 0.0 | -0.2

#51 COc1ccc([C@@H]2C[C@H](C(=O)NCc3ccc4c(c3)OCO4)N(C)S(=O)(=O)N2)cc1
#52 CC1=C(C(=O)OC2CCCCC2)C(c2cc3c(cc2Cl)OCO3)C2=C(CCCC2=O)N1 (stereo not given)
#53 Cc1ccc(C2CC(C(F)(F)F)n3nc(C(=O)Nc4cccc(C(F)(F)F)c4)cc3N2)cc1 (stereo not given)
#54 Cc1cccc(NC(=O)c2nnn(-c3ccccc3)c2N)c1
#55 O=c1c2c3c(sc2nc(-c2ccccc2Cl)n1Cc1cccc(F)c1)CCCC3

Assay by compound | 51 | 52 | 53 | 54 | 55
TEAD-YAP block | 6 | 14 | 3 | 27 | 10
MITF primary | -13 | 0 | -5 | -1 | 7
GPR151 activ | 2.2 | -1.1 | 1.2 | -3.9 | 0.3
FBW7 activator | 0.2 | 0.1 | 0.1 | -0.1 | -0.1

Of the compounds above, these contain a CF3 group.
#16 O=C(NNC(=S)Nc1ccccc1C(F)(F)F)c1coc2ccccc2c1=O
#38 COc1ccc2cc(C(=O)Nc3ccccc3)c(=Nc3ccc(C(F)(F)F)cc3)oc2c1
#53 Cc1ccc(C2CC(C(F)(F)F)n3nc(C(=O)Nc4cccc(C(F)(F)F)c4)cc3N2)cc1 (stereo not given)

Assay by compound | 16 | 38 | 53
TEAD-YAP block | 5 | -8 | 3
MITF primary | -6 | 1 | -5
GPR151 activ | -0.7 | 1.0 | 1.2
FBW7 activator | -0.1 | -0.1 | 0.1

(cont.)
#56 COc1cccc(N(Cc2nnc3n2CCCCC3)C(=O)Nc2ccc(C)cc2)c1
#57 CC(=O)c1ccc(NC(=S)NC(NC(=O)N(C)C)C(Cl)(Cl)Cl)cc1 (stereo not given)
#58 CCOc1ccc(C2NC(=O)C(C#N)=C(S)N2c2ccc(OC)cc2)cc1OC (stereo not given)
#59 CC1=NN(c2ccccc2)C(=O)/C1=C/c1cccnc1
#60 O=C(NC(=S)Nc1cc([N+](=O)[O-])ccc1Cl)c1ccco1

Assay by compound | 56 | 57 | 58 | 59 | 60
TEAD-YAP block | 8 | 2 | 4 | 9 | -5
MITF primary | 5 | 14 | 6 | 7 | 19
GPR151 activ | -0.6 | -0.8 | -1.1 | 1.1 | 1.2
FBW7 activator | 0.1 | 0.0 | 0.0 | 0.1 | 0.1

#61 COc1cc(-c2n[nH]c(=O)o2)cc(OC)c1OC
#62 COc1ccccc1CNC(=O)Cn1nc(C(=O)N2CCOCC2)cc1-c1cccs1
#63 COc1cc(CNc2ncc(-c3ccc(Br)cc3)n2C)cc(OC)c1O
#64 O=C(Nc1cccc(N2CCC(NC(c3ccco3)C(F)(F)F)CC2)c1)c1cccnc1 (stereo not given)
#65 CC(=O)NCCNC(=O)c1ccccc1Br

Assay by compound | 61 | 62 | 63 | 64 | 65
TEAD-YAP block | 8 | -5 | 2 | 16 | 2
MITF primary | -7 | 4 | 32 | -2 | 3
GPR151 activ | 1.8 | 2.2 | -0.2 | 1.0 | -0.4
FBW7 activator | 0.0 | 0.2 | -0.1 | -0.1 | -0.1

#66 O=C(C1CCN(C2CCN(Cc3cccc4c3OCO4)CC2)CC1)N1CCOCC1
#67 O=C1NC(=O)N(C2CCCCC2)C(=O)/C1=C\c1ccc(N2CCCC2)cc1
#68 COC(=O)c1cc([N+](=O)[O-])cc2c1-c1ccc([N+](=O)[O-])cc1/C2=N\O
#69 C1=CC2CC1CC2CN1CCN(C2CCC(c3ccccc3)CC2)CC1 (stereo not given)
#70 COc1ccc(CCN(C)C2CCCN(Cc3cnc(C)s3)C2)cc1OC (stereo not given)

Assay by compound | 66 | 67 | 68 | 69 | 70
TEAD-YAP block | 2 | 11 | 3 | 4 | -2
MITF primary | -3 | 3 | 3 | 63* | 7
GPR151 activ | -0.1 | 1.0 | 1.0 | 0.3 | -0.1
FBW7 activator | 0.0 | 0.0 | 0.0 | 0.0 | 0.1

#71 CC(=O)COc1ccc2c3c(c(=O)oc2c1C)CCCCC3
#72 CCOC(=O)c1c(N)nc(Nc2nc(C)c3cc(OC)ccc3n2)nc1-c1ccccc1
#73 COc1ccc(NC(=O)Nc2c3c(nn2C(C)(C)C)CSC3)cc1
#74 Cn1c(=O)c2c(ncn2CC(=N)N2CCOCC2)n(C)c1=O
#75 CS(=O)(=O)N1CCN(c2ccc([N+](=O)[O-])c3cccnc23)CC1

Assay by compound | 71 | 72 | 73 | 74 | 75
TEAD-YAP block | -52 | -3 | -6 | 8 | -10
MITF primary | 2 | -16 | -7 | 6 | -6
GPR151 activ | 0.6 | 0.7 | 5.5* | -0.8 | -1.0
FBW7 activator | 0.1 | -0.2 | -0.1 | -0.1 | 0.0

#76 COc1cccc(-n2nc(C(=O)N3CCN(c4cccc(Cl)c4)CC3)c3ccccc3c2=O)c1
#77 COC(=O)c1ccccc1N=C/C(C(C)=O)=C(\O)c1ccc(OC)cc1
#78 COC(=O)C(CO)NC(=O)C1CCCN1C(=O)CNC(=O)OCc1ccccc1 (stereo not given)
#79 CC(=O)NCCNC(=O)CSc1ccc2ccccc2c1
#80 CN1CCN(Cc2cccc(Oc3ccc(Cl)cc3)c2)CC1CCO (stereo not given)

Assay by compound | 76 | 77 | 78 | 79 | 80
TEAD-YAP block | -3 | 1 | 16 | 2 | -26
MITF primary | -1 | 12 | 4 | 19 | -2
GPR151 activ | -0.3 | -2.6 | 2.8 | -0.6 | -0.5
FBW7 activator | 0.0 | -0.1 | -0.1 | 0.6 | 0.0

#81 CC1CCCC(NC(=O)CN2C(=O)CSc3ncccc32)C1C (stereo not given)
#82 CCC1CCc2c(sc3nc(SCc4ccc(OC)cc4)n(-c4ccccc4)c(=O)c23)C1 (stereo not given)
#83 COc1ccccc1OC(C)C(=O)NN (stereo not given)
#84 CCN(CC)CCNC(=O)c1cnc(N2CCN(c3ccccc3OC)CC2)c2ccccc12

Assay by compound | 81 | 82 | 83 | 84
TEAD-YAP block | 1 | 3 | 6 | 6
MITF primary | 9 | -9 | 7 | -12
GPR151 activ | -0.3 | -0.1 | 0.0 | -0.1
FBW7 activator | 0.6 | 0.0 | 0.4 | -0.3
